Artemis endo inh: Artemis (human) endonuclease inhibition; recombinant Artemis, quenched FAM hairpin cleavage fluorescence; AID 686954; inhibition, % at 10 µM; Q96SD1; 0.78% of 30,000 active;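 active means at 10 µM dose, at least 30% inhibition, measured as corrected fluorescence normalized to stimulator and neutral control wells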
Target sequence (Q96SD1 whole entry, looked up): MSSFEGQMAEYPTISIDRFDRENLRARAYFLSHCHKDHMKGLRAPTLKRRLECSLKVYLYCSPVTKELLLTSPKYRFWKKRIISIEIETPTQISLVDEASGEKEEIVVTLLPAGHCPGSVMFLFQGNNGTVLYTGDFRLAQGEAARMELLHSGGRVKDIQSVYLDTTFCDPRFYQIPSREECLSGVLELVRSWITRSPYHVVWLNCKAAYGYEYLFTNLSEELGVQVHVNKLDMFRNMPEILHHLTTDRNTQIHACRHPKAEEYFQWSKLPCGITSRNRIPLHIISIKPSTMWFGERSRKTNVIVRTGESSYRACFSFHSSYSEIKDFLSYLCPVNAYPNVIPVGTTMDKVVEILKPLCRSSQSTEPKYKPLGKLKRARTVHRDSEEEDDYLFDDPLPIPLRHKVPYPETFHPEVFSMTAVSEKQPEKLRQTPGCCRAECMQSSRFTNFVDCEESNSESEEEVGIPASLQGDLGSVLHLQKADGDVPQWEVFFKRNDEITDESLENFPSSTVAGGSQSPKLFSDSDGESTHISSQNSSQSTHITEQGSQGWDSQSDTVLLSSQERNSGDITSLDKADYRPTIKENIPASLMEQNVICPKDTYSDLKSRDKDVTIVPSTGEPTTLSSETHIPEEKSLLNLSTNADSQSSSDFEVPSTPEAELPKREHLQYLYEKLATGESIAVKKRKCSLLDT
Numbers without * were called inactive. A portion of the library (hit frequency here may not be typical).

SMILES	Artemis endo inh
CCCCCCOC(=O)c1ccc(NC(=O)c2cc(OC)c(OC)c(OC)c2Br)cc1	-0.7
O=C(Nc1nnc(SCc2ccc(F)cc2)s1)c1ccco1	-8.6
C=CCn1c(SCC(=O)Nc2sccc2C(N)=O)nc2ccc(Cl)cc2c1=O	7.0
CCOC(=O)c1ccc(NC(=O)CNS(=O)(=O)c2ccccc2)cc1	-0.4
CCOC(=O)Cn1nc(/C=C/c2ccc(C(C)C)cc2)ccc1=O	5.7
O=C(Cn1nnc(-c2ccncc2)n1)N(C1CCCCC1)C1CCCCC1	4.0
CC(C)C1Cc2c(C#N)c(N)n(C)c(=S)c2CO1 (configuration not stated)	-1.3
Cc1ccnc(N/C=C(/NC(=O)c2ccccc2)C(=O)N/N=C\c2ccc(F)cc2)n1	1.4
Cc1ccc(C)n1-n1c(C)nc2sc3c(c2c1=O)CCCCC3	3.8
COc1ccc(N2CCN(C(CNC(=O)C3CCCCC3)c3cccnc3)CC2)cc1 (configuration not stated)	18.9
Cc1onc(-c2ccccc2)c1C(=O)Nc1cc(C(F)(F)F)ccc1N1CCOCC1	3.5
CCCc1nnc(NC(=O)CCC(=O)N2CCCCC2CC)s1 (configuration not stated)	3.8
CCN1C(=O)C(O)(C2COC(C)(C)CC2=O)c2ccccc21 (configuration not stated)	3.4
O=C1C(N2CCOCC2)=C(n2nnc3ccccc32)C(=O)c2ccccc21	35.6*
Cn1c(SCC(=O)Nc2sccc2C#N)nnc1-c1ccccc1	-7.8
O=C(CSc1nnc(-c2ccccc2)c(-c2ccccc2)n1)N1CCOCC1	0.5
CC(=O)c1ccc(Oc2cc(C)nc(-n3nc(C)cc3C)n2)cc1	-0.6
Cc1cc([N+](=O)[O-])ccc1NC(=S)NC(=O)Cc1ccccc1	6.8
CCOC(=O)C1CCN(c2ncnc3c2[nH]c2cccc(OC)c23)CC1	-3.0
COc1cccc(-n2c(SCC(=O)NC3CCCCC3)nc3n[nH]c(C)c3c2=N)c1	5.0
O=c1ccc(/C=C/c2ccccc2)nn1Cc1ccccc1	-6.7
CCN1CCc2c(sc(N)c2C(N)=O)C1	-4.6
CCOc1ccc(N(CC(=O)NCCSc2ccccn2)S(C)(=O)=O)cc1	0.7
C/C(=C\C(=O)c1ccc(Br)cc1)NCc1ccccc1	11.2
CC(C)CC(=O)Nc1cc(NC(=O)CC(C)C)cc(C(=O)NC(C)(C)C)c1	-8.7
CC(C)(CO)NS(=O)(=O)c1ccc2c(c1)oc(=O)c1cc(S(=O)(=O)NC(C)(C)CO)ccc12	-7.3
CC1CCN(C(=O)c2ccc(-n3cnnn3)cc2)CC1	-4.5
O=C(CCNS(=O)(=O)c1cccc2nsnc12)N1CCN(c2ccccn2)CC1	-4.6
COc1cccc(OCCCCSc2ncccn2)c1	-11.0
O=C1c2ccccc2C(=O)C1c1ccncc1	-0.3

Compounds above that contain an NH in an aromatic ring (2):
SMILES	Artemis endo inh
CCOC(=O)C1CCN(c2ncnc3c2[nH]c2cccc(OC)c23)CC1	-3.0
COc1cccc(-n2c(SCC(=O)NC3CCCCC3)nc3n[nH]c(C)c3c2=N)c1	5.0

Other records:
SMILES	Artemis endo inh
O=C(Nc1ccccc1)c1cccc(-c2nnc(-c3ccccc3)o2)c1	6.9
COc1ccc(N2CCN(c3oc(COc4ccc(Cl)cc4)nc3C#N)CC2)cc1	7.1
CCOC(=O)Cc1csc(NC(=O)CSc2nnnn2-c2ccc(C)c(C)c2)n1	12.2
CCC1(C)C2(C#N)C(N)=NC(OC)(OC)C12C#N (configuration not stated)	-6.8
COc1ccccc1-n1nc(C(=O)Nc2ccc3c(c2)OCO3)c2ccccc2c1=O	2.5
CN(C)Cc1nc2ccccc2c(=O)n1Cc1nc(C(C)(C)C)cs1	-0.1
Cc1c(-c2nc(N)nc(Nc3ccc(F)cc3)n2)oc2ccccc12	29.0
C=CCN1C(=NC(=O)CCC(=O)O)SC2CS(=O)(=O)CC21 (configuration not stated)	0.3
O=C(COC(=O)c1n[nH]c(=O)c2ccccc12)c1ccccc1	-10.7
Cc1ccc(CNC(=O)Nc2cccs2)cc1	-4.2
CCC(C)(C)n1nnnc1C(c1ccc(O)c(OC)c1)N1CCN(c2nc3ccccc3s2)CC1 (configuration not stated)	-1.6
CC(C)OC(=O)c1nnc(-c2ccccc2)nc1OC(C)C	-4.7
COc1ccc2nc3sc(C(=O)N4CCN(C)CC4)cc3cc2c1	8.5
CC(O)c1ccc2c(c1)OCCOCCN(C)CCOCCO2 (configuration not stated)	-10.7
CCCS(=O)(=O)N1CCCC(C(=O)NC(C)c2ccc3c(c2)OCCO3)C1 (configuration not stated)	2.4
CCOC(=O)C1(O)CSc2nc3sc(C(=O)O)c(C)c3c(=O)n21 (configuration not stated)	0.0
O=C(Nc1nnc(-c2ccccc2SCc2ccccc2F)s1)Nc1ccccc1F	6.2
O=C(CCCNS(=O)(=O)c1cccc2nsnc12)NC1CCCCC1	-1.1
CCCC(=O)N(c1ccc2oc(=O)sc2c1)S(=O)(=O)c1ccccc1	-0.9
CSc1cccc(NC(=O)c2cnccn2)c1	-1.7
CCn1c(=N)n(CCO)c2ccccc21	-2.5
C/C(N)=C(/C#N)C(=O)CSc1ccc2c(c1)OCCO2	-5.0
Cc1ccc(C(=O)N/C(=C\c2cccs2)C(=O)N2CCCCCC2)cc1	1.6
O=C(O)CCCCCN1C(=O)CSC1=S	-6.8
CCn1c(C)c(C(C)=O)c(N2CCN(c3ccccc3)CC2)nc1=S	8.2
Cc1ccc(OCC(=O)O/N=C(\N)Cc2cccs2)cc1C	3.0
O=C(Nc1ccccc1)OC(CN1CCCCC1)C(F)(F)F (configuration not stated)	10.3
Cc1ccc(C(=O)Nc2nccs2)cc1S(=O)(=O)N1CCCCC1	4.0
CC(C)(C)C(=O)Nc1cccc(C(=O)c2cccc(NC(=O)C(C)(C)C)c2)c1	-0.4
CC(=O)Nc1ccc(S(=O)(=O)NNC(=O)c2cccc3ccccc23)cc1	-2.3
CC1(C)NC(=O)N(CCOCCOc2ccccc2)C1=O	-1.6
Cc1ccc(C)c(C2=CSC3=NCCN23)c1	-3.7
CCOC(=O)c1sc(NC(=O)c2ccco2)nc1C	-8.4
Cc1cccnc1Nc1nc(-c2ccc(O)cc2O)cs1	8.6
Cc1ccc(C(=O)c2sc3nsc(C)c3c2N)cc1	4.1
O=C(CSc1nnc(-c2ccncc2)n1Cc1ccco1)Nc1nccs1	-11.4
Cc1ccc(S(=O)(=O)O/N=C2/CCCc3occc32)cc1	4.6
CCn1ncc(Br)c1C(=O)Nc1cc(C(=O)OC)ccc1C(=O)OC	-1.6
COC(=O)CNc1nc(-c2ccccc2F)nc2ccccc12	3.3
COC(=O)C1=C(C)Nc2nnnn2C1c1cccnc1 (configuration not stated)	-8.4
CCOC(=O)c1ccccc1N/C=C/C(=O)c1ccccc1	6.9
CCOC(=O)c1[nH]c2ccccc2c1NC(=O)Nc1ccc(OC)cc1	5.3
CCCOC(=O)c1ccc(NC(=O)COC)cc1	-4.8
O=c1oc2c3c4c(cc2c2c1CCC2)OCCN4CCC3	18.0
COc1ccc(CN2CCN(C(=O)C3CC(=O)N(C4CCCCCC4)C3)CC2)c(OC)c1OC (configuration not stated)	1.4
CC1CCc2sc3nc(NCc4ccco4)n4ncnc4c3c2C1 (configuration not stated)	13.7
COC(=O)Cn1c(C(F)(F)F)nc2ccccc21	-10.0
c1ccc(-n2c(SCc3ccncc3)nnc2-c2ccco2)cc1	1.8
CN(C)c1nc2n(c(=O)n1)CCS2	1.9
CCOC(=O)N1CCC(NC(=O)c2cccc3c2C(=O)N(Cc2cccnc2)C3)CC1	-1.5
Other compounds
SMILES	Artemis endo inh
Clc1ccccc1OCc1nc(-c2ccccn2)no1	-2.4
CC1CCN(S(=O)(=O)c2ccc(NC(=S)NC(=O)c3ccc(Cl)cc3)cc2)CC1	-2.2
CC1(C)C(=O)Nc2ccccc2N1C(=O)COc1ccc(S(=O)(=O)N2CCOCC2)cc1Cl	-4.8
CS(=O)(=O)N1CCN(c2ccccc2NC(=O)c2cccnc2Cl)CC1	-10.8
CCNC(=O)Nn1c(C)nnc1C	-7.0
CCC(c1nnc(SCC(=O)N2CC(=O)Nc3ccccc32)n1Cc1ccccc1)N(C)C (configuration not stated)	4.6
COc1ccc(-c2nc(=S)[nH][nH]2)cc1	-2.7
CC(C)CNC(=O)NC(=O)CSc1nc2ccccc2n1CC(C)C	0.1
O=C(CSc1ccccc1)NCCCN1CCOCC1	5.7
CCN1CCc2nc(NC(=O)CC(c3ccccc3)c3ccccc3)sc2C1	39.0*
Cc1csc(NC(=O)C2COc3ccccc3O2)n1 (configuration not stated)	-1.0
CC(C)Cc1nc(S(=O)(=O)c2ccc(Cl)cc2)c(N2CCOCC2)o1	-12.1
CC(C)OCCCNc1ncnc2c1[nH]c1ccc(F)cc12	0.8
CCOc1ccccc1NC(=O)CCN1CCN(S(=O)(=O)c2ccc(OC)cc2)CC1	-3.5
CCOC(=O)Cn1nnnc1C(CC)N(Cc1cc2ccc(C)cc2[nH]c1=O)C1CCCC1 (configuration not stated)	8.4
Cc1ccc(NC(=O)c2ccc(CSc3nnc(-c4ccncc4)n3C)cc2)cc1	2.6
COc1ccc(NC(=O)C2CC(=O)N(C(C)C)C2)cc1 (configuration not stated)	5.9
CCCCN(C)CCNC(=O)c1ccc2c(c1)NC(=O)C(N1CCCCC1)S2 (configuration not stated)	-2.7
C=CCNC(=O)c1nn2cccnc2c1Cl	7.6
CCCN1C(=O)CC(C(=O)OC)=C1C	-8.6

The closing 6 entries of the part before lead into the next.
SMILES	Artemis endo inh
CCOC(=O)Cn1nnnc1C(CC)N(Cc1cc2ccc(C)cc2[nH]c1=O)C1CCCC1 (configuration not stated)	8.4
Cc1ccc(NC(=O)c2ccc(CSc3nnc(-c4ccncc4)n3C)cc2)cc1	2.6
COc1ccc(NC(=O)C2CC(=O)N(C(C)C)C2)cc1 (configuration not stated)	5.9
CCCCN(C)CCNC(=O)c1ccc2c(c1)NC(=O)C(N1CCCCC1)S2 (configuration not stated)	-2.7
C=CCNC(=O)c1nn2cccnc2c1Cl	7.6
CCCN1C(=O)CC(C(=O)OC)=C1C	-8.6
CCOc1ccccc1CNC(=O)C1CCN(C(=O)c2sccc2-n2cccc2)CC1	-0.7
O=C(/C=C/c1cccs1)NC(=S)NNC(=O)Cc1cccs1	1.9
O=C(Cn1c(NCCO)nc2ccccc21)c1ccc(Cl)cc1	-6.1
COc1cccc(C(=O)N(Cc2nc(-c3cccc(C)c3)no2)C(C)C)c1OC	-6.8
CC(C)(C)C(=O)Nc1ccccc1C(=O)Nc1ccccn1	-1.4
CCN(Cc1nc2ccccc2c(=O)[nH]1)Cc1cc(=O)oc2cc(OC)ccc12	5.2
COC(=O)c1cccc(NC(=O)CCSc2ccc(Cl)cc2)c1C	5.4
CC1=C(C(=O)Nc2ccccc2C)C(c2cccnc2)n2nc(CCCO)nc2N1 (configuration not stated)	8.0
O=C(NCC1CCCO1)C1c2ccccc2C(=O)N1Cc1ccc2c(c1)OCO2 (configuration not stated)	-6.5
COC(=O)C1=C(N)Oc2cc(C)n(Cc3cccnc3)c(=O)c2C1c1ccccc1OC (configuration not stated)	-0.5
Cc1occc1C(=O)NCc1ccc2c(c1)OCO2	-7.7
COC(=O)C1C(=O)C2=C(CC1C)NC(=O)CC2c1ccc(O)c(OC)c1 (configuration not stated)	-7.8
Cn1c(=O)n(CCCOc2ccc(Br)cc2)c2ccccc21	0.8
CCCC(=O)Nc1c(C)nn(C(=O)CCC)c1C	-10.4
CCCCN(CC)S(=O)(=O)c1ccc(C(=O)Nc2nnc(CSC)o2)cc1	14.9
COc1ccc2nc(N/C(N)=N/C(=S)Nc3cccc(C)c3)nc(C)c2c1	9.8
O=C(NCc1ccccc1)NC(=O)c1ccccc1	-15.2
O=C(OCc1c(Cl)cccc1Cl)c1cccnc1	5.9
CC(C)(C)c1ccc(CNc2cc(N3CCOCC3)ccc2[N+](=O)[O-])cc1	8.0
Cc1ccccc1NC(=S)NCCC(c1ccccc1)c1ccccc1	11.6
Cc1ccc(Cn2c(SCC(=O)N/N=C/c3ccc(C)o3)nc3ccccc32)cc1	23.1
COc1cccc(C2/C(=C(/O)c3cnn(-c4ccccc4)c3C)C(=O)C(=O)N2CCN(C)C)c1 (configuration not stated)	-11.6
CCCNS(=O)(=O)c1cccn1-c1ncc(C(F)(F)F)cc1Cl	0.2
Cc1ccc(Cl)cc1N1CCN(S(=O)(=O)c2ccc3c(c2)OCCO3)CC1	5.4
O=c1[nH]c2cc3c(cc2cc1CN(CCCO)Cc1nnnn1Cc1ccc(F)cc1)OCO3	4.4
Cn1cccc1/C=N/NC(=O)Cn1cnc2ccccc21	4.1
Cc1ccccc1C(=O)Nc1cccc(-c2nnc(SCC(=O)O)n2C)c1	-3.4
COC(=O)c1ccc(CSc2nnnn2-c2ccccc2)o1	-8.8
CCOC(=O)c1cnn(CC2CCCCC2)c1N	-9.5
O=C1CCCc2ccccc2N1Cc1cccc(Cl)c1	-0.9

Five records drawn at random from those above, as already listed:
SMILES	Artemis endo inh
COc1cccc(C2/C(=C(/O)c3cnn(-c4ccccc4)c3C)C(=O)C(=O)N2CCN(C)C)c1 (configuration not stated)	-11.6
COC(=O)c1ccc(CSc2nnnn2-c2ccccc2)o1	-8.8
Cc1ccc(Cn2c(SCC(=O)N/N=C/c3ccc(C)o3)nc3ccccc32)cc1	23.1
Cc1ccccc1C(=O)Nc1cccc(-c2nnc(SCC(=O)O)n2C)c1	-3.4
O=C1CCCc2ccccc2N1Cc1cccc(Cl)c1	-0.9

More entries.
SMILES	Artemis endo inh
CCCCn1c(SCC(=O)c2ccc3c(c2)OCCO3)nnc1-c1ccco1	2.5
COC(=O)c1ccc(N2CCN(CC(=O)c3ccc(-c4ccccc4)cc3)CC2)c([N+](=O)[O-])c1	12.3
Cc1ccc(NC(=O)c2c(C)noc2C)cc1	-6.7
Cc1ccc(CNC(=O)c2ccc([N+](=O)[O-])o2)cc1	13.3
CC(C)Oc1cccc(C(=O)NC(=S)N2CCN(c3ccc(C(F)(F)F)cc3[N+](=O)[O-])CC2)c1	15.4
O=C(c1cc(-c2ccncc2)nc2ccccc12)N1CCN(S(=O)(=O)/C=C/c2ccccc2)CC1	-0.7
Cc1ccc2c(c1)C(N1CCCC1=O)CC(c1ccco1)N2 (configuration not stated)	5.8
COC(=O)c1ccc(C2C(C#N)=C(N)Oc3cc(C)n(C)c(=O)c32)cc1 (configuration not stated)	1.3
Cn1c(=N)n(CC(=O)O)c2ccccc21	-0.1
COC(=O)C1=C(N)N(c2ccccc2C(F)(F)F)C2=C(C(=O)CCC2)C1c1ccc2c(c1)OCO2 (configuration not stated)	-0.1
